PRMT1 FP inh = PRMT1 (human) inhibition, primary screen; Q99873; recombinant PRMT1, activity-based probe fluorescence polarization; inhibition, % at 2.79 µM; 370,000 tested, 1.3% active; AID 652257;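 active = inhibition above about 21% made by adding two undisclosed values, limit read from the data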
LEDGF integ inh = blocks HIV-1 LEDGF/p75-dependent DNA integration | TR-FRET IN-LEDGF/p75 DNA integration, Eu/Cy5 | inhibition, % at 3.7 µM | 370,000 tested, 0.64% active | AID 743269;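 active = inhibition above the screen-wide mean plus 3 SD, cut at about 13% in these data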;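 note: signal is the Cy5 over europium emission ratio at 671 and 618 nm; 0% = plate median of compound wells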
rCAG RNA binder = r(CAG) repeat RNA binding; TO-PRO-1 dye displacement fluorescence; inhibition, % at 3 µM; 370,000 tested, 1.3% active; AID 651821;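 active = inhibition above the plate cutoff, the mean of all test compounds on that plate plus 3 SD, cut at about 35% in these data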;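 note: 0% = DMSO alone and 100% = 100 µM mitoxantrone as full dye displacement; higher means more dye released from RNA so lower well fluorescence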
SIAE inh = blocks human sialic acid acetylesterase; SIAE FP-Rh probe binding, fluorescence polarization; inhibition, % at 9.66 µM; 370,000 tested, 0.69% active;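 active = inhibition above a cutoff: mean of compounds within the control limits plus 3 SD of those, cut at about 17% in these data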;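 note: 0% = plate median of compound wells and 100% = probe without SIAE protein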
Target sequence (Q9HAT2 whole entry, looked up): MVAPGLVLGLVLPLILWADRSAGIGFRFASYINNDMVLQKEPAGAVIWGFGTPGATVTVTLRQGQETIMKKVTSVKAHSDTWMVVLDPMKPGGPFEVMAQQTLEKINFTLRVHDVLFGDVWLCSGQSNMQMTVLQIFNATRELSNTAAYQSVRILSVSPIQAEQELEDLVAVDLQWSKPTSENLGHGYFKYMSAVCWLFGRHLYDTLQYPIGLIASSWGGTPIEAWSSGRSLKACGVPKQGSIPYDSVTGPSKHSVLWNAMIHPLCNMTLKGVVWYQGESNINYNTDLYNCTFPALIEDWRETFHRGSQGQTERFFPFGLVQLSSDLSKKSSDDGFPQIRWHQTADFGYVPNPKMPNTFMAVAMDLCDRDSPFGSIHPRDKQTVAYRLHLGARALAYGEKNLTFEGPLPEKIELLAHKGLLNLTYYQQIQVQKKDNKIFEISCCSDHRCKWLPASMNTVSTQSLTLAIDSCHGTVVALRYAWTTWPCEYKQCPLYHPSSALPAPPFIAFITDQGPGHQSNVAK
TCR CD3 inh = blocks the human TCR-CD3 interaction | TAMRA-labeled TCR probe fluorescence, biochemical | inhibition, % at 9.4 µM | 360,000 tested, 0.37% active; in the data active = inhibition above about 19%;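 note: recombinant mutant TCR 2C K166C tagged with TAMRA read by polarization; 0% = receptor in buffer alone and 100% = receptor with positive control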
MBD2 inh = MBD2-methylated oligo binding inhibition. TR-FRET, MBD2 binding to methylated oligonucleotide. Q9UBB5. AID 686964. 370,000 tested, 0.31% active. inhibition, % at 4.4 µM; in the data active = inhibition above about 13%
HTRA1 inhibitor = inhibitors of human serine peptidase HTRA1; recombinant HTRA1, FP-rhodamine activity-based probe, fluorescence polarization; inhibition, % at 5.96 µM; 340,000 tested, 0.5% active; AID 504803; in the data active = inhibition above about 36%;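 note: 0% = enzyme with DMSO and 100% = wells lacking enzyme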
TDP2 inh = blocks human TDP2 phosphodiesterase activity | 370,000 tested, 0.34% active | inhibition, % at 12.8 µM | recombinant TDP2, T5PNP hydrolysis, p-nitrophenol absorbance 415 nm | O95551;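 active = inhibition above the mean of all tested compounds plus 3 SD, set per campaign, cut at about 25% in these data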;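 note: 0% = DMSO with enzyme and 100% = buffer with substrate but no TDP2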
Target sequence (O95551 whole entry, looked up): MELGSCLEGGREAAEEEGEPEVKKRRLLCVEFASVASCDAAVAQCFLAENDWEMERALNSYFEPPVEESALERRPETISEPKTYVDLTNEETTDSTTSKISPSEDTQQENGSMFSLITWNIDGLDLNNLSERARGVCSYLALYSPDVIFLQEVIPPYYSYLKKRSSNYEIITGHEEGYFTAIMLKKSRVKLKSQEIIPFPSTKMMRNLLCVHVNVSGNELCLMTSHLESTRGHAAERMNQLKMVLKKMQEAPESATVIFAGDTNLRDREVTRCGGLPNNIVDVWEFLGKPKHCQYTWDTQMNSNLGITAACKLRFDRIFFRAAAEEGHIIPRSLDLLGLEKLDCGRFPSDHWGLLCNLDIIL
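test system = human TDP2 enzyme | input = TDP2 enzyme at 120 nM final | medium = 50 mM Tris-HCl pH 7.5 with Mg2+, KCl, DTT, BSA | also added = T5PNP substrate, 5 mM | times = 2 h at 37 °C | technique = epi absorbance | benchmarks = high control without enzyme, low control DMSO plus TDP2 | replication = each compound tested once, singlicate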
NPR2 activator = GC-B (human) receptor activation; AID 1920062; HEK293-GC-B cells, CNP EC30, cGMP TR-FRET; 0% at EC30 CNP, 100% saturating CNP; P20594; 370,000 tested, 0.11% active; activation, % at 10 µM;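 active = activation at 10 µM reaching about 35% in either raw or pattern-adjusted values, limit read from the data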
mABHD4 FP = inhibitors of mouse ABHD4; purified mABHD4, FP-Rh probe fluorescence polarization; inhibition, % at 8.92 µM; AID 720543; Q8VD66; 370,000 tested, 0.54% active;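 active = inhibition exceeding the mean over every tested compound plus 3 SD, cut at about 30% in these data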;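 note: 0% = plate median of compound wells and 100% = S159A mutant with DMSO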
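Assay system: Wild-type mouse ABHD4 protein | Medium: HEPES pH 7.0 buffer, 150 mM NaCl, 0.01% Pluronic F-127 | Incubation: Enzyme–compound pre-incubation 45 min, then probe 60 min, both 25 °C | Technique: Fluorescence polarization with parallel and perpendicular emission, 525/598 nm | Evaluation: % inhibition of FP-Rh probe binding versus controls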
Numbers without * were called inactive; nt = no result given. Some of the compounds tested (hit frequency here may not be typical).

SMILES	PRMT1 FP inh	LEDGF integ inh	rCAG RNA binder	SIAE inh	TCR CD3 inh	MBD2 inh	HTRA1 inhibitor	TDP2 inh	NPR2 activator	mABHD4 FP
Cc1c(C)[n+](=O)c(-c2ccc(F)cc2)c(C)n1[O-]	0	2	0	3	-2	2	6	0	-1	0
O=[N+]([O-])c1ccc(N2CCN(S(=O)(=O)c3ccccc3)CC2)cc1NCc1cccnc1	1	2	7	4	0	-2	-22	-6	-17	-4
Cc1cccc(NC(=S)N/N=C2\CC(C)(C)Oc3ccc(O)cc32)c1	1	0	11	41*	-2	0	7	-6	-6	28
CNCc1cc(Br)c(OCC(=O)Nc2ccccc2OC)c(OC)c1	0	-5	4	-4	-1	4	0	0	0	4
C/C(=N\NC(=O)c1ccc([N+](=O)[O-])cc1)c1c(O)cc(C)oc1=O	-6	5	3	5	10	-3	7	8	-4	2
COC(=O)COc1ccc2c(c1)O/C(=C\c1cccc([N+](=O)[O-])c1)C2=O	-1	0	4	-1	2	0	0	-11	21	1
Cc1cc(Cl)ccc1OCC(=O)Nc1ccncc1	5	-4	-3	2	-6	0	-1	2	-4	2
O=C(c1cccc(NS(=O)(=O)c2ccccc2)c1)N1CCN(c2ccccc2)CC1	-1	-3	2	-8	7	-2	-3	-9	-5	0
CC(=O)N1N=C(C)CC1c1ccc(OCc2ccccc2)cc1 (centres undefined)	-2	-2	-8	7	10	1	-2	2	-3	-1
CN(Cc1ccccc1)C(=O)c1ccccc1C(=O)OCC(=O)N(Cc1ccccc1)C(C)(C)C	3	-1	-1	5	-4	-2	-5	-7	-2	-2
Cc1ccc(CN2CC(C(=O)OCc3ccccc3Cl)CC2=O)cc1 (centres undefined)	-2	-6	-8	7	-3	-3	-6	-10	-6	2
CCCCN(C(=O)CSc1nc2ccccc2s1)c1c(N)n(CCCC)c(=O)[nH]c1=O	13	-3	9	6	2	-5	-9	2	-3	-1
Cc1nn2c(COc3ccc(NC(=O)c4ccccc4)cc3)nnc2c2ccccc12	-4	1	-1	1	5	0	-4	8	6	1
Cc1nc2c([nH]1)C1(CCN(Cc3ccccc3)CC1)C(C#N)=C(N)O2	42*	2	-27	-3	14	-8	-1	-3	-1	4
O=C1CSC(=S)N1N=C1CCCCCC1	23*	2	7	-3	8	-1	2	-4	3	6
CCOC(=O)N1CCN(C(=O)Cn2ncc3c2-c2ccccc2OC3)CC1	0	0	0	-5	0	2	0	2	6	0
C=CCSc1nc(C)c(Cc2cccc3ccccc23)c(=O)[nH]1	3	-4	8	4	-6	7	-21	-6	3	-3
O=C(Cc1cccc(NC(=O)C2CCCN(C(=O)C3CCCC3)C2)c1)Nc1cccc(C(=O)N2CCCCC2)c1 (centres undefined)	-1	1	5	3	-9	-2	-4	-3	2	-4
CC(C)CN(C(=O)c1cc(Cl)nc2ccccc12)c1c(N)n(Cc2ccccc2)c(=O)[nH]c1=O	1	2	1	5	8	-5	2	18	7	7
COc1cc(OC)c(OC)cc1/C=C1\CCC/C(=C\c2cc(OC)c(OC)cc2OC)C1=O	2	1	11	9	2	-6	1	8	-3	12

Compound profiles, from the list above. Order of screens: PRMT1 FP inh | LEDGF integ inh | rCAG RNA binder | SIAE inh | TCR CD3 inh | MBD2 inh | HTRA1 inhibitor | TDP2 inh | NPR2 activator | mABHD4 FP
O=C1CSC(=S)N1N=C1CCCCCC1 is listed with 23* | 2 | 7 | -3 | 8 | -1 | 2 | -4 | 3 | 6
CCCCN(C(=O)CSc1nc2ccccc2s1)c1c(N)n(CCCC)c(=O)[nH]c1=O is listed with 13 | -3 | 9 | 6 | 2 | -5 | -9 | 2 | -3 | -1

Further structures:
SMILES	PRMT1 FP inh	LEDGF integ inh	rCAG RNA binder	SIAE inh	TCR CD3 inh	MBD2 inh	HTRA1 inhibitor	TDP2 inh	NPR2 activator	mABHD4 FP
CCCCC(=O)NC(=O)NC(c1ccccc1)c1ccccc1	1	3	-6	-5	-3	2	-16	-17	-1	-4
COc1cc(/C=C2\CCC(C3CCCC3)C2=O)cc(OC)c1OC (centres undefined)	-3	5	-2	-4	3	3	-7	4	3	0
C[C@H](CO)N1C[C@H](C)[C@@H](CN(C)Cc2ccc(Cl)c(Cl)c2)Oc2c(NS(=O)(=O)c3cccs3)cccc2C1=O	-3	3	5	6	6	-5	-8	4	1	3
NC(=O)NC(=O)CN1C(=O)NC(c2ccccc2)(c2ccccc2)C1=O	-2	1	0	-14	5	1	5	-32	6	-11
CCOc1ccccc1NC(=O)C(Sc1nnnn1C)c1ccccc1 (centres undefined)	-3	-4	-4	-10	-3	1	-5	-2	-3	1
Cc1ccc(NS(=O)(=O)c2cccc(C(=O)NCC(c3cccs3)N(C)C)c2)cc1 (centres undefined)	0	0	1	-6	6	-1	-3	-6	-3	2
CCN(CC(=O)Nc1ccc(NC(C)=O)cc1)C(=O)/C=C/c1cccs1	-2	4	2	10	7	0	1	-5	3	1
Cn1ncc([N+](=O)[O-])c1C(=O)Nc1ccc2c(c1)OCCO2	1	-1	0	6	3	-6	8	-3	0	0
CN(Cc1cccc(F)c1)C(=O)Cc1ccc(S(=O)(=O)N2CCOCC2)s1	4	-4	0	-2	-5	1	-5	-7	-2	5
N#Cc1cnc2nc(SCc3ccccc3)nn2c1	7	-5	-1	-3	-5	0	2	-4	-1	2
CSC1=C(C#N)C(c2ccc(C)s2)CC(=O)N1 (centres undefined)	-7	3	2	5	6	-1	2	2	2	4
CSc1ccccc1C(=O)C1CCCN(C(=O)c2csnn2)C1 (centres undefined)	-3	-6	-2	1	0	-3	9	-2	3	-2
Cc1nonc1NC(=O)CSc1nc(C2CCCCC2)nc2ccccc12	3	-1	3	1	-5	-3	-10	9	5	-18
Cc1cc(C(=O)COC(=O)Cc2ccc(Cl)cc2)c(C)n1C	-2	3	10	-1	1	-2	7	2	1	-1
CC(=O)NCC1CCCN(C(=O)c2ccc(OC3CCN(Cc4ccccn4)CC3)cc2)C1 (centres undefined)	-2	1	-8	2	-3	0	0	-15	6	-1
CCCCNC(=O)c1onc(CSc2cccc(OC)c2)c1C(=O)O	1	2	24	-7	1	4	1	2	-1	-5
O=C1N[C@@H](Cc2ccccc2)COC(=O)[C@@H](Cc2ccc(F)cc2)C/C=C\C[C@@H]1CC(=O)N(CCO)Cc1ccccc1	4	0	5	-6	-3	9	-26	-23	-3	-21
NC(Cc1ccc(Cl)cc1)c1csc(NC(=O)NCCc2ccccc2)n1 (centres undefined)	-1	3	12	-11	-7	5	nt	-4	-8	10
Cc1nn(CC(=O)NCCCN2CC(C)CC(C)C2)c(=O)c2cccn12 (centres undefined)	-9	-1	-1	-8	-1	6	-2	-5	-1	-5
CC1CSc2n(-c3cccc(C(F)(F)F)c3)cc(-c3ccccc3)[n+]21 (centres undefined)	0	2	2	1	0	3	-4	-5	10	1
CCn1cc2c(c1-c1cccc(C)c1)c(=O)n(C)c(=O)n2C	-3	0	-2	4	7	0	-3	0	1	5
Cc1c(C(=O)Nc2cccc3cccnc23)oc2ccccc12	1	0	2	-3	-3	-4	2	-6	-4	2
CCCCCc1cc(=O)oc2c(C(CCN3CCCCC3)c3ccc4c(c3)OCO4)c(OC)cc(OC)c12 (centres undefined)	-2	1	5	-2	-3	1	-43	-4	-7	11
COc1ccc(S(=O)(=O)NCC(c2ccc3c(c2)OCO3)N2CCN(C)CC2)cc1OC (centres undefined)	-3	-1	4	11	8	-3	-3	12	2	4
O=C(COc1ccc2c3c(c(=O)oc2c1)CCCC3)N1C[C@H]2C[C@@H](C1)c1cccc(=O)n1C2	-6	-5	-3	0	1	0	0	2	-2	1
Cc1ccc(OCc2nc3ccccc3[nH]2)cc1	-3	3	-1	-2	-1	7	-5	6	-4	-5
CCOC(=O)N1CCN(CC(c2ccccc2)c2ccccc2)CC1	2	-5	-13	0	-2	3	4	-3	4	11
CCOC(=O)N1CCN(C(=O)CS(=O)(=O)c2cn(Cc3cccc(F)c3)c3ccccc23)CC1	-1	0	-3	-4	-1	3	1	-6	-3	6
C[C@H](CO)N1C[C@H](C)[C@@H](CN(C)C(=O)NC2CCCCC2)Oc2ccc(NS(=O)(=O)c3cccs3)cc2C1=O	-1	0	9	6	-2	1	-2	-2	0	-1
CSc1nnc(-c2ccco2)c(-c2ccco2)n1	59*	27*	23	14	14	0	20	23	7	40*
O=C(NCc1ccc(F)cc1)c1cc(C2CCCCN2C(=O)CCCc2ccccc2)on1 (centres undefined)	1	8	1	-11	4	0	nt	0	2	-4
COC(=O)C1CCN(C(=O)CCn2nnc(-c3cccs3)n2)CC1	2	-2	-3	4	nt	5	nt	-5	11	-1
COc1ccc(CCn2nnnc2C(c2ccccc2)N2CCN(C)CC2)cc1OC (centres undefined)	-2	1	-5	0	3	5	4	4	-4	3

2 compounds drawn at random from the list so far, as already listed:
SMILES	PRMT1 FP inh	LEDGF integ inh	rCAG RNA binder	SIAE inh	TCR CD3 inh	MBD2 inh	HTRA1 inhibitor	TDP2 inh	NPR2 activator	mABHD4 FP
CCCCCc1cc(=O)oc2c(C(CCN3CCCCC3)c3ccc4c(c3)OCO4)c(OC)cc(OC)c12 (centres undefined)	-2	1	5	-2	-3	1	-43	-4	-7	11
CCOC(=O)N1CCN(C(=O)CS(=O)(=O)c2cn(Cc3cccc(F)c3)c3ccccc23)CC1	-1	0	-3	-4	-1	3	1	-6	-3	6

Structures above marked active in PRMT1 FP inh:
Molecule	PRMT1 FP inh	LEDGF integ inh	SIAE inh	TCR CD3 inh	MBD2 inh	HTRA1 inhibitor	TDP2 inh	NPR2 activator	mABHD4 FP
Cc1nc2c([nH]1)C1(CCN(Cc3ccccc3)CC1)C(C#N)=C(N)O2	42*	2	-3	14	-8	-1	-3	-1	4
O=C1CSC(=S)N1N=C1CCCCCC1	23*	2	-3	8	-1	2	-4	3	6
CSc1nnc(-c2ccco2)c(-c2ccco2)n1	59*	27*	14	14	0	20	23	7	40*
